# D1 antagonist – Antagonist of Human D 1 Dopamine Receptor: qHTS; D(1A) dopamine receptor (Homo sapiens), P21728; HEK293 TREx D1 cells, calcium flux, dopamine EC80; hits give low values; activity change, negative = inhibition, % at 10 µM; actives 3.2% (n = 360,000); AID 504652, 2011; in the data active means activity change below about -30%; further: on the % scale 0 is the no-effect control and ±100 the full control effect
# Target sequence (P21728 whole entry, looked up): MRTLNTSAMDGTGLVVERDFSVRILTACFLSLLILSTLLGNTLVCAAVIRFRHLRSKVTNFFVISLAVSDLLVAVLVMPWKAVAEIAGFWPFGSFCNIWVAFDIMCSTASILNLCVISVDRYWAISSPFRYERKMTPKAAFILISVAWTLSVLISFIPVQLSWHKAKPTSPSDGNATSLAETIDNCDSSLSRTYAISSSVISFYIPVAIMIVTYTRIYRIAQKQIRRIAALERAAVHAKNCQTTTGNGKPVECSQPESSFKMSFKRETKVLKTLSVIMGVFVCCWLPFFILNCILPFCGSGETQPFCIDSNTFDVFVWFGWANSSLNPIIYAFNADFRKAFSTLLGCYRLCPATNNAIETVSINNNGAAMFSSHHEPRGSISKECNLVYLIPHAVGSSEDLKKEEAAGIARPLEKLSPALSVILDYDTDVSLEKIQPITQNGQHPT
#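 Kinetic fluorescence of a calcium dye serves as the read-out. D1-expressing Hek293 Trex cells, induced overnight at 30 C, are exposed to compound for 180 s before an EC80 dopamine addition, then read 180 s further.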
# D2 potentiator – HTS Assay for Positive Allosteric Modulators of the Human D2 Dopamine Receptor: Primary Screen for Potentiators; potentiation, % at 10 µM; AID 485347, 2010; actives 0.34% (n = 340,000); HEK293 T-REx D2, calcium flux, EC20 dopamine potentiation; D(2) dopamine receptor (Homo sapiens), P14416;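 active means potentiation over 3 SD above the plate norm, cut at about 30% in these data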; further: 0% is about no effect
# Target sequence (P14416 whole entry, looked up): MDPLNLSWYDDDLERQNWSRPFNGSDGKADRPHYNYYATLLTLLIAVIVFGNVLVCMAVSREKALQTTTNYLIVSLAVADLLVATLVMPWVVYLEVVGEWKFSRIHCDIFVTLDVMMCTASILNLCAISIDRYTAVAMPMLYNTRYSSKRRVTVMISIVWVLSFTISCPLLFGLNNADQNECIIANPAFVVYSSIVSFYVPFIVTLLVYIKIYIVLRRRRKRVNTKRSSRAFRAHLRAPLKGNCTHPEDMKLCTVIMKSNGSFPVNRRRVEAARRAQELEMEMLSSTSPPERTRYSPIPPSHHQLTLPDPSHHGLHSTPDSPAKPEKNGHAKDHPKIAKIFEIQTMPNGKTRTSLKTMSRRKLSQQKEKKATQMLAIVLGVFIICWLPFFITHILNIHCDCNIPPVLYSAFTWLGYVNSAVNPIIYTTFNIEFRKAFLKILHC
#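 Cells plated with tetracycline inducer and held overnight at 30 C; calcium dye loaded 30–90 min at room temperature; baseline taken, compound added and read 180 s; EC20 dopamine then added and read 180 s.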
# D1 PAM – Potentiators of Human D1 Dopamine Receptor: qHTS; AID 504651, 2011; HEK293 TREx D1 cells, calcium flux, dopamine EC20 potentiation; actives 0.036% (n = 360,000); potentiation, % at 10 µM; D(1A) dopamine receptor (Homo sapiens), P21728; in the data active means potentiation above about 30%; further: 0% is about no effect
# RXFP1 antag – qHTS Assay for Antagonists of the Relaxin Receptor RXFP1 | activity change, negative = inhibition, % at 57.5 µM | HEK293-RXFP1, relaxin-stimulated cAMP HTRF, 30 min; hits give low values | Relaxin receptor 1 (Homo sapiens), Q9HBX9 | actives 0.59% (n = 350,000);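 active means activity change of -60% or lower, but not beyond a set lower limit; inconclusive means change between -60% and -40%, or beyond the set limit; inactive means change above -40%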; further: on the % scale 0 is the no-effect control and ±100 the full control effect
# D2 agonist – HTS Assay for Allosteric Agonists of the Human D2 Dopamine Receptor: Primary Screen for Agonists; HEK293 T-REx D2 cells, calcium flux agonist mode; AID 485358, 2010; D(2) dopamine receptor (Homo sapiens), P14416; actives 0.53% (n = 340,000); activation, % at 2 µM;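 active means activation over 3 SD above normal in the single-dose calcium agonist read, cut at about 30% in these data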; further: 0% is about no effect
#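 Agonism scored from kinetic calcium signal (1 read/sec, 180 s) following compound pin transfer, after a 10 s baseline. Cells: HEK293 Trex line expressing inducible D2 receptor coupled to calcium, dye-loaded after overnight culture at 30 C.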
# D1 ag – Allosteric Agonists of the Human D1 Dopamine Receptor: qHTS. actives 1% (n = 360,000). activation, % at 2 µM. AID 504660, 2011. HEK293 T-REx D1 cells, calcium flux, agonist mode. D(1A) dopamine receptor (Homo sapiens), P21728; further: 0% is about no effect
#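 Agonism was scored from calcium flux recorded over 180 s (1 read/s) after pintool compound addition, following a 10-cycle baseline. Cells were inducible force-coupled HEK293 TREx D1, plated overnight at 30 C and loaded with no-wash calcium dye.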
# TRHR PAM – qHTS for Small Molecule Agonists and Allosteric Enhancers of Human TRH Receptor: Primary Screen for Enhancers; TRHR cells, fluo-8 calcium fluorescence, EC20 TRH enhancement; Thyrotropin-releasing hormone receptor (Homo sapiens), P34981; actives 0.66% (n = 360,000); AID 493056, 2011; enhancement, % at 2 µM; in the data active means enhancement above about 30%; further: 0% is about no effect
#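 Enhancer read-out: after compound pinning and an initial kinetic agonist-mode read, an EC20 of TRH (10 nM final) was injected and fluo-8 calcium signal (Ex 480/Em 530) followed at 1 s/cycle for 100 cycles in TRHR-expressing cells.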
# D2 antag – HTS Assay for Allosteric Antagonists of the Human D2 Dopamine Receptor: Primary Screen for Antagonists; D(2) dopamine receptor (Homo sapiens), P14416; HEK293 TREx D2 cells, calcium flux, dopamine EC80; inhibition, % at 10 µM; actives 2% (n = 340,000); in the data active means inhibition above about 30%; further: 0% is about no effect
#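 In this primary screen, negative modulation is detected by tracking calcium flux after an EC80 dopamine challenge in inducible HEK293 T-REx D2 cells preexposed to test compound for 180 s.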
# TRHR agonist – qHTS for Small Molecule Agonists and Allosteric Enhancers of Human TRH Receptor: Primary Screen for Agonists | activation, % at 2 µM | TRHR cells, calcium flux fluo-8, FDSS agonist mode | actives 0.18% (n = 360,000); further: 0% is about no effect
#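 Fluo-8-loaded TRHR cells; 10 s baseline, compound added, kinetic Ca2+ fluorescence read 1/s, agonist mode.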
# Starred values were filed as active, the others as inactive; ? = inconclusive; nt = no result given; & = joins results of further samples. Unless noted, no stated cut-off is given here; in the data, active means activation above about 30%; inactive means the rest.
SMILES,D1 antagonist,D2 potentiator,D1 PAM,RXFP1 antag,D2 agonist,D1 ag,TRHR PAM,D2 antag,TRHR agonist
COc1cc(NC(=O)Cn2c(=O)n(CC3CCCO3)c(=O)c3cc(OC)c(OC)cc32)cc(OC)c1 (stereo not drawn),-2.8&2.3,-7.9&-2.9,-0.8&-3.2,nt,0.6&0.3,0.3&0.6,1.2&6.3,-7.9,-1.1&-1.1
O=C(/C=C/Nc1ccc(F)c(F)c1)c1ccc(Br)cc1,-10.8,-27.1,-1.7,-7.4,-0.1,2.0,-4.6,-5.1,0.2
CSc1sc(C(=O)O)c2c1C(=O)CCC2,7.1,6.1,-3.4,-16.3,-2.3,-1.7,16.0,-0.8,0.0
COc1ccccc1OC(C)C(=O)Nc1ccc(S(=O)(=O)N2CCN(C)CC2)cc1 (stereo not drawn),-2.4,6.5,-4.1,-6.6,-0.2,1.5,-8.4,15.9,0.3
CCN(CC)C(=O)c1cc(-c2ccc(Br)cc2)on1,-8.8,8.6,5.2,8.2,-0.1,0.3,4.0,-7.5,0.0
COCCC(=O)N1CCC(Oc2ccc(C(=O)NCCCC3CCCC3)cc2)CC1,-6.6,-4.3,-5.0,-29.9,1.2,2.4,-5.8,1.6,1.9
CCCCCCCCn1c(=O)c(C(=O)OCC)c(O)c2ccccc21,-6.4,-19.8,5.7,-5.4,-0.2,-2.6,0.1,16.2,-0.1
O=C(Nc1ccc(N2CCOCC2)cc1)c1ccc(S(=O)(=O)N2CCCCC2)cc1,-12.1,-10.2,5.4,2.5,2.5,5.2,-0.8,3.6,0.0
Cc1c(C(=O)OCC(=O)NCCN2C(=O)CSC2=O)oc2c1ccc1ccccc12,9.8,3.8,3.1,14.2,0.0,5.1,-0.5,2.0,0.0
CC(OC(=O)[C@H](C)NC(=O)c1ccccc1Cl)C(=O)NCc1ccc2c(c1)OCO2 (stereo partly drawn),-17.9,4.0,1.1,-8.9,0.1,1.8,10.9,1.1,-0.1
O=C(CSc1nnc(COc2ccc(Cl)cc2)o1)NC1CC2CCC1C2 (stereo not drawn),-7.6,nt,-8.6,-7.3,nt,6.3,-5.6,nt,-0.8
C/C(=N/NC(=O)c1ccoc1C)c1cccc(NC(=O)C(F)(F)F)c1,-7.0,-2.8,-7.7,-7.0,0.2,2.5,3.3,-3.4,0.6
CCOC(=O)N1CCN(C(=O)COc2ccc(Cl)cc2C)CC1,-6.6,11.7,-1.2,0.8,-0.5,-0.3,-3.8,8.8,-0.6
CCCc1nn2c(=O)cc(COC(=O)c3ccccc3NC(=O)C3CCCCC3)nc2s1,4.3,7.8,1.1,1.1,1.1,-1.0,0.0,nt,-1.3
COc1ccccc1NC(=O)CCn1cccc1,3.3,0.3,-3.8,-13.6,0.6,0.0,17.9,4.9,0.2
Nc1c(NCc2ccccc2)c2ccccc2oc1=O,-4.2,5.8,0.1,-1.8,0.7,2.6,-3.1,0.3,-0.5
Cc1cc(Nc2nc3ccccc3nc2Cl)n(-c2ccc([N+](=O)[O-])cc2)n1,-7.8,-4.1,-2.5,10.1,3.0,4.2,-4.3,7.4,0.7
CC1(C)Cc2c(C#N)c(SCCC#N)nc(N3CCOCC3)c2CO1,-7.6,-0.4,1.9,-2.3,-0.2,0.4,12.1,24.0,0.4
Cc1cnccc1CN(C)C(=O)C1CCC(=O)N(Cc2ccccc2F)C1 (stereo not drawn),-16.1,-10.0,1.4,-5.6,0.5,1.0,-4.6,18.1,0.1
COc1ccc(C(CNC(=O)COc2cc(C)cc(C)c2)N2CCOCC2)cc1 (stereo not drawn),-10.9,7.1,1.1,-20.9,0.1,-2.1,22.0,nt,-0.8
CC(C)CC(=O)Nc1ccc(C(=O)NNC(=O)C(c2ccccc2)c2ccccc2)cc1,-2.0,2.9,9.6,15.6,1.2,-1.8,0.5,-38.7,0.7
CCCCC(=O)OCC(=O)c1[nH]c(C)c(C(C)=O)c1C,-9.5,-5.2,-11.7,-2.6,1.5,3.3,35.0*,-7.3,-0.2
Cc1ccc(C(C#N)c2ccc3c(C(F)(F)F)cc(C(F)(F)F)nc3n2)cc1 (stereo not drawn),12.2,14.2,-6.1,-18.9,1.4,1.4,-2.3,3.2,0.5
COc1ccc(N=N/C(=C\O)C(=O)c2cccs2)cc1,3.2,1.5,-4.3,?,0.9,0.3,0.2,-8.4,0.0
CC(=O)C1=C(O)C(=O)N(c2ccccn2)C1c1ccc(C)cc1 (stereo not drawn),-8.8,-0.6,-8.8,-11.6,1.2,3.8,-5.9,-5.5,1.5
CCc1cccc(C)c1N(C(=O)Cn1c(=O)[nH]c2ccccc21)C(C)COC (stereo not drawn),5.3,nt,1.6,-4.1,nt,3.4,-4.0,nt,1.8
CC1C=CCC2C(=O)N(c3cccc(C(=O)NCCc4ccccc4)c3)C(=O)C12 (stereo not drawn),4.7,-18.6,4.3,0.7,0.3,0.0,-7.7,17.1,0.3
COc1ccc(-c2noc(Cn3c(=O)c4ccccc4n(CC(=O)Nc4cccc(OC)c4)c3=O)n2)cc1,0.0,0.9,1.2,-8.2,1.1,4.9,0.7,nt,0.8
Cc1ccc(CN2CCN(Cc3cnc(C)s3)CC2CCO)cc1 (stereo not drawn),-2.1,-16.4,0.8,1.1,1.6,6.6,12.6,21.3,0.2
S=C1NCCOCCOCCOCCOCCNC(=S)N2CCOCCOCCN1CCOCC2,-6.3,9.9,-7.2,-6.1,0.5,1.4,-3.5,-0.3,-0.4
CCOc1ccc(-c2c(C(=O)N/N=C/c3sccc3C)nnn2-c2nonc2N)cc1,6.2,nt,-1.6,-4.3,nt,1.7,6.5,nt,0.0
COc1ccc(CSCC(=O)Nc2ccccc2SC)cc1,-14.0,-7.6,-3.6,-8.8,0.0,8.2,-2.3,-13.5,-1.7
Cc1ccc2c(=O)cc(C(=O)Nc3sc4c(c3C(=O)NCc3ccco3)CCCC4)oc2c1C,-15.3,-4.6,0.1,-1.3,nt,1.9,5.1,nt,0.3
CN(C)S(=O)(=O)c1cccc(NC(=S)NCCCn2ccnc2)c1,-1.4,-13.4,1.1,-5.6,-0.1,-1.3,-0.3,0.1,0.1
COc1ccc(Cc2nc3ccc(C(=O)N4CCCC4)cc3o2)cc1OC,-5.1,-3.4,3.6,-9.9,0.5,7.0,-2.6,-0.4,0.1
CCc1ccc(/C=C2/Sc3ccccc3N(CC(=O)NCCCOC)C2=O)cc1,0.0,0.4,-0.5,nt,1.6,2.5,-0.3,-7.1,-1.5
CCOc1ccc(N(C)S(=O)(=O)c2ccc3c(c2)CCCN3C(C)=O)cc1,-26.1,9.0,-2.3,-10.1,0.8,5.7,-1.6,nt,-0.3
Cc1cc(Nc2ccc(C)c(Cl)c2)n2nc(-c3ccccc3)nc2n1,-15.7,-7.1,-1.2,nt,-1.1,-1.2,-1.8,nt,-1.7
O=C(Cn1cc(S(=O)(=O)Cc2ccccc2)c2ccccc21)Nc1ccccc1,2.9,nt,-4.2,2.1,nt,6.3,-4.4,nt,0.2
CC1=Nc2ccccc2/C1=C/c1c(N)n2c(S(=O)(=O)C(C)C)nsc2nc1=O,-1.3,1.0,-7.7,-18.5,-0.7,3.0,-1.9,-18.1,-1.4
CCOC(=O)C1=C(C)NC(=O)/C1=C\N(C)C,-23.9,-6.5,0.1,2.5,0.1,1.7,4.3,3.8,1.3
CCn1c2ccccc2c2nc3ccccc3nc21,7.3,nt,-0.8,0.8,nt,3.3,1.4,nt,-0.2
Cc1ccc(CN2CC(C(=O)OCc3ccccc3Cl)CC2=O)cc1 (stereo not drawn),-6.6,-1.1,-2.3,-18.5,1.3,5.4,-7.9,6.7,0.2
COCC1CCN(C(=O)C2CCC(=O)N(CCc3cccc(F)c3)C2)CC1 (stereo not drawn),-2.5,12.7,-3.0,-12.7,-0.8,2.7,11.2,2.6,0.8
CSc1cccc(NC(=O)OC2CCCCCCCCCCC2)c1,-19.3,-8.7,1.0,15.2,1.2,6.1,-6.2,7.4,1.5
CN(C)c1nc(N)nc(Nc2ccccc2C#N)n1,-0.7,3.1,-1.6,1.1,0.3,1.3,-3.7,11.3,-0.3
CC(Sc1nc2c(N)ncnc2n1CCOc1ccccc1)C(=O)O (stereo not drawn),15.3,1.0,4.2,9.8,0.2,4.2,-6.4,-6.3,0.9
O=C1CCC(=O)N1c1nc2nc(-c3ccccc3)cc(-c3ccccc3)n2n1,-10.2,-3.2,0.9,-0.9,0.3,1.2,-1.6,4.0,-0.3
S=C(NCc1ccccc1)N1CCCCC1,-7.6,11.4,-3.8,1.8,-0.9,0.6,-3.8,-8.8,-0.1
CCCc1nn2c(=O)cc(COC(=O)c3ccc(NC(=O)C4CCCCC4)cc3)nc2s1,5.4,-0.2,0.9,-7.0,2.0,-2.0,-3.2,nt,-0.1
CCOc1cc(C(=O)Nc2ccccc2N2CCOCC2)ccc1OCC(=O)N1CCCCC1,-9.5,5.5,-4.5,-5.0,2.0,0.3,5.5,-11.7,0.0
COc1cccc(NC(=O)c2ccc(CNS(=O)(=O)c3ccc4c(c3)C(C)(C)C(=O)N4C)cc2)c1,9.9,-0.5,0.1,-20.3,0.4,4.0,-6.7,nt,0.6

# Retrieved one by one from the entries so far (six):
SMILES,D1 antagonist,D2 potentiator,D1 PAM,RXFP1 antag,D2 agonist,D1 ag,TRHR PAM,D2 antag,TRHR agonist
CC(Sc1nc2c(N)ncnc2n1CCOc1ccccc1)C(=O)O (stereo not drawn),15.3,1.0,4.2,9.8,0.2,4.2,-6.4,-6.3,0.9
S=C(NCc1ccccc1)N1CCCCC1,-7.6,11.4,-3.8,1.8,-0.9,0.6,-3.8,-8.8,-0.1
CSc1cccc(NC(=O)OC2CCCCCCCCCCC2)c1,-19.3,-8.7,1.0,15.2,1.2,6.1,-6.2,7.4,1.5
COCC1CCN(C(=O)C2CCC(=O)N(CCc3cccc(F)c3)C2)CC1 (stereo not drawn),-2.5,12.7,-3.0,-12.7,-0.8,2.7,11.2,2.6,0.8
CCCc1nn2c(=O)cc(COC(=O)c3ccc(NC(=O)C4CCCCC4)cc3)nc2s1,5.4,-0.2,0.9,-7.0,2.0,-2.0,-3.2,nt,-0.1
Cc1ccc(CN2CC(C(=O)OCc3ccccc3Cl)CC2=O)cc1 (stereo not drawn),-6.6,-1.1,-2.3,-18.5,1.3,5.4,-7.9,6.7,0.2

# High-throughput results (PubChem)
